Bioassay records from PubChem BioAssay.
M. tuberculosis HTS – M. tuberculosis growth inhibition, HTS (AID 449762). M. tuberculosis H37Rv growth inhibition, 7H9 media; higher % means a stronger effect. inhibition, % at 25 µM, or IC50 in µM where a hit was titrated. 0.59% of 330,000 active; in the data active means a potency from the dose series;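 further: bacterial growth assessed after seven days of incubation; strong numbers were not always called active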
Salmonella PhoP GFP – Inhibition of PhoP regulon, Salmonella typhi GFP reporter cells, confirmation, 4 h (AID 1850); one-dose inhibition, % at 50 µM; IC50 in µM for titrated hits; Salmonella Typhi PhoP-promoter GFP reporter, fluorescence, 4 h; higher % means a stronger effect; 0.33% of 310,000 active; in the data active means a potency from the dose series;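 further: 0% = induced wells with vehicle and 100% = uninduced wells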
tuberculosis growth – growth inhibition of non-replicating M. tuberculosis (AID 488890); 0.39% of 320,000 active; Mycobacterium tuberculosis non-replicating, growth inhibition; higher % means a stronger effect; inhibition, % at 25 µM; hits with a dose series show IC50 in µM; in the data active means a potency from the dose series;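 further: plate controls were DMSO cells for no effect and high antibiotic wells for full effect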
VEEV TC-83 Vero – inhibitors of VEEV TC-83 cytopathic effect, confirmation, Vero cells (AID 588727) | Vero cells, VEEV TC-83 cytopathic effect inhibition; higher % means a stronger effect | one-dose inhibition, % at 20 µM; IC50 in µM for titrated hits | 0.13% of 350,000 active; in the data active means a potency from the dose series; further: strong numbers were not always called active
influenza NS1A – NS1A inhibition, H1N1 influenza, cell based functional assay (AID 504329); NS1A functional cell-based assay, percent inhibition; higher % means a stronger effect; one-dose inhibition, % at 12.5 µM; IC50 in µM for titrated hits; 0.3% of 340,000 active; in the data active means a potency from the dose series; further: strong numbers were not always called active
VEEV TC-83 Vero 10K pilot screen – further read-out of VEEV TC-83 Vero, marked with its call; inhibition, %; measured here: 10K pilot screen inhibition
* marks the source's active call; other numbers are inactive results; i = inactive; x = no result given.

SMILES	M. tuberculosis HTS	Salmonella PhoP GFP	tuberculosis growth	VEEV TC-83 Vero	influenza NS1A	others
CN(C)N=C1c2cc(S(=O)(=O)N3CCOCC3)ccc2-c2ccc(S(=O)(=O)N3CCOCC3)cc21	2%	-4%	2%	3.8%	19%
O=c1cc(CO)oc(C(Nc2cccc([N+](=O)[O-])c2)c2ccccn2)c1O (stereo unspecified)	-5%	-2%	x	0.4%	2%
Cc1nc2cc(C(=O)NCCN3CCOCC3)ccc2n1-c1ccc(F)cc1F	-2%	19%	-51%	0.4%	-4%
COc1ccc(C2=C3C(=O)OCC3Cc3ncn(Cc4ccccc4)c32)cc1 (stereo unspecified)	-5%	x	15%	0.4%	-14%
COc1ccc(S(=O)(=O)N2CCN(C(c3ccccc3)c3ccccc3)CC2)cc1NC(C)=O	0%	-9%	-5%	0.3%	-10%
CCN1CCN(Cc2ccc(NC(=O)Nc3ccc(OC)cc3)cc2)CC1	-4%	-4%	8%	i	-2%
Cc1ccc(SCCNC(=O)CN2C(=O)c3ccccc3S2(=O)=O)cc1	-5%	7%	-6%	2.0%	14%
CC(C)(C)C(=O)Nc1nnc(SCc2cccc(F)c2)s1	7%	5%	56%	2.8%	-6%
c1cncc(CSc2ccc(-c3cccnc3)nn2)c1	4%	4%	2%	i	1%
N#Cc1cc2c(nc1SCC(=O)Nc1sc3c(c1C#N)CCC3)CCCC2	44%	-3%	13%	2.6%	20%
CCN(CC(=O)Nc1cc(Cl)ccc1C)C(=O)C1CCCCC1	3%	4%	15%	i	-6%
CCCCn1c(SCC(=O)Nc2cc(C(F)(F)F)cc(C(F)(F)F)c2)nnc1C(CC)N(C)C (stereo unspecified)	7%	8%	22%	i	14%	VEEV TC-83 Vero 10K pilot screen=0.4
CCOc1cccc2sc(Nc3nc4ccc(NC(C)=O)cc4s3)nc12	8%	2%	-15%	11%	21%
Cc1cc(C(=O)Nc2ccc3c(c2)OCCO3)co1	-10%	-4%	1%	0.1%	0%
O=C(O)c1ccccc1Nc1ccc(OC(F)F)cc1	0%	-9%	23%	30%	5%
c1ccc(-c2ccc(OCCOCCn3cncn3)cc2)cc1	1%	1%	20%	2.4%	1%
CCOc1ccc(CN(C)C(=O)CNC(=O)c2ccc3ccccc3c2)cc1OC	-2%	2%	5%	0.8%	-2%
O=C(CCC(=O)N1CCN(c2ccc(F)cc2)CC1)c1ccccc1	5%	1%	14%	0.8%	-2%
COc1cccc(-c2ocnc2C(=O)Nc2ccc3c(c2)CCC3)c1	10%	11%	-5%	1.8%	4%
CCCN(CC(=O)Nc1ccccc1OC)C(=O)CCC(=O)c1ccc(F)cc1	-1%	0%	4%	0.7%	-7%

The list goes on; it opens with the 7 that closed the last part.
SMILES	M. tuberculosis HTS	Salmonella PhoP GFP	tuberculosis growth	VEEV TC-83 Vero	influenza NS1A	others
Cc1cc(C(=O)Nc2ccc3c(c2)OCCO3)co1	-10%	-4%	1%	0.1%	0%
O=C(O)c1ccccc1Nc1ccc(OC(F)F)cc1	0%	-9%	23%	30%	5%
c1ccc(-c2ccc(OCCOCCn3cncn3)cc2)cc1	1%	1%	20%	2.4%	1%
CCOc1ccc(CN(C)C(=O)CNC(=O)c2ccc3ccccc3c2)cc1OC	-2%	2%	5%	0.8%	-2%
O=C(CCC(=O)N1CCN(c2ccc(F)cc2)CC1)c1ccccc1	5%	1%	14%	0.8%	-2%
COc1cccc(-c2ocnc2C(=O)Nc2ccc3c(c2)CCC3)c1	10%	11%	-5%	1.8%	4%
CCCN(CC(=O)Nc1ccccc1OC)C(=O)CCC(=O)c1ccc(F)cc1	-1%	0%	4%	0.7%	-7%
O=C(NCc1nnc(SCC(=O)N2CCCC2)o1)c1c(F)cccc1Cl	4%	11%	7%	2.8%	-6%
C[C@@H](NC(=O)c1ncn(Cc2ccccc2)c1C(=O)N[C@H](C)c1ccccc1)c1ccccc1	22%	x	-4%	4.0%	-9%
COC(=O)c1ccc(NC(=O)c2cccc(Cl)c2)o1	-1%	3%	-18%	3.6%	3%
CCNC(=S)NCc1ccc2[nH]c(C)cc2c1	-4%	2%	47%	i	4%
CCCn1c(SCN2C(=O)c3ccccc3C2=O)nc2cc(Cl)ccc2c1=O	5%	4%	-3%	3.8%	-6%
Cc1nonc1NC(=O)CSc1nnc(-c2ccoc2C)n1CC(C)C	-12%	-7%	-10%	i	0%
COc1ccc(OC)c(NC(=O)COC(=O)CCNc2ccccc2OC)c1	-4%	x	35%	1.4%	6%
CCCNc1nc(=S)n(-c2ccccc2)c(C)c1C(C)=O	-9%	-5%	-10%	1.4%	1%
COc1ccc(C(=O)OC2C(OC)OCC(O)C2O)cc1 (stereo unspecified)	x	x	x	i	4%
COc1ccc(-c2nc(-c3ccccc3)ncc2S(C)(=O)=O)cc1	1%	-6%	4%	1.0%	-4%
COc1ccc(C(=O)N/C(=C\c2ccc3c(c2)OCO3)C(=O)Nc2cccc(C(=O)O)c2)cc1	0%	-1%	14%	0.9%	0%
CC1=CC2=NC(=O)/C(=C\c3cccn3CCOc3cccc(C)c3)C(=N)N2O1	-5%	-11%	7%	9.1%	5%
Cc1ccc2c(c1)C1CN(C)CCC1N2C(=S)Nc1ccc(OC(F)F)cc1 (stereo unspecified)	-4%	10%	26%	i	0%
Cc1nc2ccc(C(=O)OCC(=O)N(C)c3ccccc3)cc2nc1C	x	x	x	3.3%	10%
Cc1ccc(-n2c(C)nnc2SCC(=O)NC2CCCC2)cc1	-9%	-9%	5%	2.2%	-2%
O=C(CN(Cc1ccco1)C(=O)CNS(=O)(=O)c1ccc(F)cc1)NCCc1ccccc1	-9%	18%	0%	4.4%	1%
Cc1ccccc1NC(=O)CCNS(=O)(=O)c1ccc2[nH]c(=O)oc2c1	0%	16%	-8%	0.2%	-2%
O=C(O)CC(SCC(=O)Nc1ccc(S(=O)(=O)N2CCCC2)cc1)C(=O)O (stereo unspecified)	-6%	3%	-5%	0.1%	1%
O=C(Cc1ccccc1F)Nc1nc(-c2ccc(F)c(F)c2)cs1	17%	10%	44%	8.3%	-2%
CSc1n[nH]c(NC(=O)c2c(-c3c(Cl)cccc3Cl)noc2C)n1	0%	-6%	-2%	i	14%
N#Cc1cc2c(nc1SCc1ccccc1)CCCCC2	1%	0%	1%	2.0%	-4%
CCOC(=O)N1CCN(S(=O)(=O)c2ccc(NC(C)=O)cc2)CC1	-8%	-2%	-13%	i	-6%
C=CCNC(=O)C1(c2ccccc2)CC1(Cl)Cl (stereo unspecified)	-4%	-4%	-21%	0.9%	-6%
CC(=O)c1ccc(NCC(=O)N2CCN(c3ccccc3)CC2)cc1	8%	-8%	36%	0.2%	4%
Cc1nn(-c2ccccc2)c(C)c1CN(C)C(=O)c1ccc(S(=O)(=O)NCc2ccco2)cc1	-3%	x	9%	9.0%	-6%
Cc1c(NC(=O)c2ccc(=O)oc2)c(=O)n(-c2ccccc2)n1C	2%	-1%	-7%	1.1%	13%
Cc1ccccc1OCC(=O)OCC(=O)c1ccc[nH]1	12%	x	i	2.9%	-4%
Cc1ccc(C(=O)NCCCN2CCOCC2)cc1	4%	-13%	-1%	i	1%
CCN(CC)C(=O)c1cnn(-c2ccccc2)c1NC(=O)c1cccs1	-2%	0%	0%	2.8%	-3%
CC1(CC(=O)N/N=C/c2cc(Br)c(O)cc2O)OCCO1	0%	-9%	8%	0.9%	17%
COC(=O)c1cc(S(=O)(=O)n2nc(C)c(Br)c2C)c(Cl)cc1Cl	7%	11%	-6%	i	-14%
C=CCN(Cc1cc(OC)ccc1OC)S(=O)(=O)N(C)C	0%	-4%	0%	i	-12%
Fc1ccccc1CCNCc1cccc(Cl)c1Cl	19%	2%	0%	1.0%	6%
COc1ccc(NC(=O)COC(=O)CCSc2ccccc2)cc1	-3%	x	68%	3.0%	-5%
Cc1ccccc1Nc1nnc(SCC(=O)NC(=O)Nc2ccc3c(c2)OCCO3)s1	31%	-4%	8%	x	x
Cc1ccc2nc(SCC(=O)Nc3ccc(C)c(Cl)c3)nc(=O)n2c1	9%	-3%	-17%	8.6%	-2%
COc1ccc(C2CC(c3cccs3)=NN2C(=O)CN2CCCCC2)cc1 (stereo unspecified)	0%	-1%	8%	1.0%	x
COc1ccc(/C(N)=N/OC(=O)N2CCOCC2)cc1	-3%	18%	-7%	i	-20%
CCOc1ccccc1/C=N/NC(=O)c1c(C)nc2ccc(Br)cn12	-3%	-6%	-3%	1.1%	-7%
C[C@H](NC(=O)c1ccccc1Cl)C(=O)OCC(=O)N1CCN(c2ccccc2)CC1	-2%	x	3%	0.8%	-21%
COc1ccc(-n2c(=O)[nH]cc(C(=O)Nc3ccc(NC(C)=O)cc3)c2=O)cc1	7%	-5%	0%	0.8%	-6%
Cc1ccc(Cn2cccc(NS(C)(=O)=O)c2=O)cc1	x	x	x	0.2%	-2%
Cc1ccc(S(=O)(=O)N2CCOCC2)cc1NC(=O)CSc1nnc2cc(C)c3ccccc3n12	0%	-25%	2%	4.2%	3%
Cc1nc2ccc(N3CCN(C)CC3)cc2nc1C	10%	-10%	0%	1.2%	-7%
CCN(CC)c1ccc(NC(=O)CN2CCN(c3ccccn3)CC2)cc1	11%	5%	8%	0.4%	4%
O=C(O)CCNC(=O)c1ccc(Br)o1	-11%	-5%	-21%	0.5%	-3%
CCN(Cc1ccncc1)C(=O)CCc1nnc(CCc2ccc(OC)cc2)o1	-4%	-9%	-23%	0.6%	-8%
COc1ccc(CC(=O)N2CCCC(CNC(=O)c3ccccc3Cl)C2)cc1 (stereo unspecified)	-1%	-6%	4%	i	-2%
COc1ccc2[nH]c(=O)c(CN(C)C(=O)c3ccncc3)cc2c1	-8%	-2%	-13%	i	-6%
Cc1nn(C)c(Cl)c1C(N)=O	3%	5%	7%	1.2%	-9%

Next section; it opens with the two that closed the last part.
SMILES	M. tuberculosis HTS	Salmonella PhoP GFP	tuberculosis growth	VEEV TC-83 Vero	influenza NS1A	others
COc1ccc2[nH]c(=O)c(CN(C)C(=O)c3ccncc3)cc2c1	-8%	-2%	-13%	i	-6%
Cc1nn(C)c(Cl)c1C(N)=O	3%	5%	7%	1.2%	-9%
CCN(CC(=O)NCc1ccccn1)S(=O)(=O)c1cc(Cl)ccc1Cl	-9%	0%	-6%	0.7%	-5%
O=C(CNC(=O)c1ccco1)NCC(=O)OCc1ccc(F)cc1	2%	4%	-22%	1.1%	4%
COc1ccc(S(=O)(=O)Nc2ccc3c(c2)C(=O)N([C@H](C)CO)C[C@@H](C)[C@@H](CN(C)S(=O)(=O)c2ccc(Cl)cc2)O3)cc1	17%	x	65%	1.7%	3%
CCC(C(=O)O)n1nc(-c2ccccc2)c2cc(Cl)ccc21 (stereo unspecified)	-5%	-11%	14%	0.9%	-5%
O=S(Cc1cc(Sc2ccccc2)nc(-c2ccccc2)n1)c1ccccc1 (stereo unspecified)	5%	-12%	16%	5.7%	-5%

3 compounds out of the list, sorted by length of the SMILES, falling.
SMILES	M. tuberculosis HTS	Salmonella PhoP GFP	tuberculosis growth	VEEV TC-83 Vero	influenza NS1A	others
CCN(CC(=O)NCc1ccccn1)S(=O)(=O)c1cc(Cl)ccc1Cl	-9%	0%	-6%	0.7%	-5%
O=C(CNC(=O)c1ccco1)NCC(=O)OCc1ccc(F)cc1	2%	4%	-22%	1.1%	4%
Cc1nn(C)c(Cl)c1C(N)=O	3%	5%	7%	1.2%	-9%
